From PubChem
All columns: NCI-60 one-dose screen, growth in % after 48 h at 10 µM unless noted; 100 = growth as untreated, 0 = no growth, -100 = all killed.
M14: M14 melanoma; 80,000 compounds, 6.2% hits; AID 1794745
SK-MEL-28: SK-MEL-28 melanoma. 81,000 compounds, 4.1% hits. AID 1794761
HOP-62: HOP-62 NSCLC. AID 1794735. 80,000 compounds, 3.9% hits
SK-MEL-5: SK-MEL-5 melanoma. 80,000 compounds, 6.4% hits. AID 1794755
A549/ATCC: A549/ATCC NSCLC. 81,000 compounds, 3.7% hits
HOP-92: HOP-92 NSCLC cells; 71,000 compounds, 6.3% hits
CCRF-CEM: CCRF-CEM leukemia | 77,000 compounds, 7% hits | AID 1794778
EKVX: EKVX NSCLC; 71,000 compounds, 3% hits
* = called active by the depositor; . = no result given; & = joins results of further samples; ! = not active in a repeat. How the source made its calls: active means growth percent below 10; inactive means the rest. Not a hit list. Share with any hit: about 12%.

Sequence of screens: M14 | SK-MEL-28 | HOP-62 | SK-MEL-5 | A549/ATCC | HOP-92 | CCRF-CEM | EKVX
COc1ccc(-c2nn(-c3ccccc3)cc2/C=C2\SC(=S)N(c3ccccc3)C2=O)cc1
  92 | 90 | 97 | 93 | 94 | 40 | 102 | 90
CC(C)(C)Nc1nc2c(OCCc3ccccc3)cccn2c1-c1ccccc1O
  116 | 104 | 107 | 94 | 97 | 96 | 97 | 89
N#Cc1ncc(-c2ccc(C(F)(F)F)cc2F)c(NC2CCCCCC2)n1
  103 | 111 | 102 | 94 | 94 | 78 | 90 | .
Oc1ccc(-c2ccc3c(c2)ncn3-c2ccc(F)cc2)cc1
  109 | 124 | 134 | 95 | 103 | 110 | 68 | 106
Nc1ncc(-c2ccc3ncnc(N4CCc5cc(F)c(Cl)cc54)c3c2)cn1
  34&61 | 41&65 | 20&29 | 29&60 | 10&28 | -11*! | 22 | -9.6*!
CC(=O)C(CCC(=O)O)(CCC(=O)O)C(C)C
  100 | 110 | 107 | 102 | 98 | 81 | 95 | 99
O=C(Cn1c(=O)[nH]c2ccccc2c1=O)Nc1ccccc1
  109 | 114 | 119 | 95 | 105 | 95 | 90 | 98
COc1cc(Nc2scc3[n+]2CCC3)cc(OC)c1OC
  101 | 105 | 108 | . | 93 | 115 | 120 | 102
CCOc1ccc2nc(/N=C(\N)C(Cl)(Cl)Cl)sc2c1
  102 | 103 | 93 | 92 | 93 | 93 | 91 | 88
C=C1C(=O)O[C@H]2[C@H]1CC/C(C=Nc1ccncc1N)=C\CC[C@@]1(C)O[C@@H]21
  89 | 95 | 86 | 105 | 76 | 95 | 90 | 85
COc1ccc(-c2nn(-c3cccc(Cl)c3)cc2-c2c(C#N)c(=O)n3[nH]c(-c4ccccc4)nc3c2C#N)cc1
  109 | 115 | . | 96 | 99 | 93 | 74 | 36
Cn1cc(C2=C(c3coc4ccc(F)cc34)C(=O)NC2=O)c2cc(Br)ccc21
  88 | 99 | 92 | 89 | 68 | 113 | 74 | 68
C[C@@H]1C(=O)O[C@H]2[C@H]1CC/C(CO)=C\CC[C@@]1(C)O[C@@H]21
  100 | 105 | 103 | 101 | 98 | 118 | 106 | 103
CC(C)C(NC(=O)CN)C(=O)O (stereo unspecified)
  108&105 | 107&109 | 98&106 | 102&104 | 99&95 | 102 | 96&92 | 103&102
CON(C)C(=O)c1cc(-c2ccccc2)n(-c2ccc(S(C)(=O)=O)cc2)n1
  101 | 107 | 100 | 97 | 102 | 100 | 90 | 93
OC(COc1ccccc1Cl)CN1CCCCC1 (stereo unspecified)
  102 | 117 | 113 | 117 | 103 | 111 | 118 | .
CC(=O)n1cc(C=O)c2ccccc21
  102 | 105 | 103 | 97 | 89 | 95 | 81 | 109
O=C1C(c2ccccc2)CN1Cc1ccccc1 (stereo unspecified)
  112&100 | 109&106 | 104&92 | 100&103 | 103&97 | 109&96 | 110 | 92
Nc1cc(Cl)ncn1
  92 | 107 | 84 | 100 | 98 | 86 | 93 | 97
Cc1ccc(/C(=C\CN2CCCC2)c2ccccn2)cc1
  96 | 116 | 107 | 108 | 106 | . | 99 | 117

Three compounds already listed, sorted by length of the SMILES, low to high.
Sequence of screens: M14 | SK-MEL-28 | HOP-62 | SK-MEL-5 | A549/ATCC | HOP-92 | CCRF-CEM | EKVX
CC(C)C(NC(=O)CN)C(=O)O (stereo unspecified)
  108&105 | 107&109 | 98&106 | 102&104 | 99&95 | 102 | 96&92 | 103&102
Cc1ccc(/C(=C\CN2CCCC2)c2ccccn2)cc1
  96 | 116 | 107 | 108 | 106 | . | 99 | 117
O=C(Cn1c(=O)[nH]c2ccccc2c1=O)Nc1ccccc1
  109 | 114 | 119 | 95 | 105 | 95 | 90 | 98

Continuation.
Sequence of screens: M14 | SK-MEL-28 | HOP-62 | SK-MEL-5 | A549/ATCC | HOP-92 | CCRF-CEM | EKVX
O=[N+]([O-])c1ccc(/C=C/c2ccccc2)cc1
  98 | 108 | 110 | 99 | 91 | 93 | 88 | .
CCOC(=O)C1=C(C)NC(C)=C(C(=O)OCc2ccccc2)C1c1cccc(C#N)c1 (stereo unspecified)
  15 | 51 | 46 | 54 | 34 | 51 | 25 | 37
Cc1cccc(Cc2cnc(NC(=O)CCCOc3ccc(Cl)cc3)s2)c1
  -1.8* | 58 | 29 | 31 | 11 | 52 | 16 | 41
COc1cc(/C=C/C(O)=C2/C(=O)CC(C)OC2=O)cc2c1OCO2 (stereo unspecified)
  96 | 99 | 112 | 94 | 101 | 104 | 102 | 94
COc1ccc(C2c3cccn3-c3ccccc3N2C(C)=O)cc1 (stereo unspecified)
  96 | 108 | 89 | 96 | 110 | . | 88 | 86
C/C(=C\N1CCCCC1)C1CCC2C3CCC4=CC(=O)CCC4(C)C3CCC12C (stereo unspecified)
  92 | 110 | . | 62 | 90 | 73 | 81 | 56
Cc1cc(Br)ccc1-n1cc(C#N)c(N)c1C(=O)c1ccc(C#N)cc1
  93 | 105 | 104 | 98 | 102 | 89 | 121 | 99
N#CC(NS(=O)(=O)c1ccc(Cl)cc1)=C(Cl)Cl
  101 | 100 | 99 | 99 | 89 | 104 | 83 | 105
CCOC(=O)C1=C2N=C(C)C=C(c3ccccc3)N2NC(=O)N1
  . | 108 | 108 | 107 | 110 | 113 | 111 | 101
COc1cc(-c2nn(C(=O)NS(=O)(=O)c3ccc(C)cc3)cc2-c2ccncc2)ccc1Cl
  42 | 65 | 40 | 70 | 43 | 11 | 77 | 37
COc1ccc2nc(-c3ccc(OC)c(OC)c3)cc(-c3nnc(SCC(=O)c4ccccc4)o3)c2c1
  83 | 101 | 96 | 99 | 77 | 99 | 96 | 91
COc1ccc(-c2c3c(nn2-c2ccc(N)cc2)CCc2cnoc2-3)cc1OC
  98 | 116 | 104 | 76 | 85 | . | 62 | 102
CC[C@H](C)[C@@H]1NC(=O)[C@H]([C@@H](C)O)NC(=O)C(Cc2ccccc2)NC(=O)[C@@H]2CCCN2C(=O)C(C(C)C)NC(=O)C(Cc2ccccc2)NC(=O)CNC(=O)[C@@H]2CCCN2C1=O (stereo partly specified)
  22 | 76 | 76 | 65 | 57 | -18* | 20 | .
CCN(CC)c1ccc(-c2cc(-c3cc(OC)c(OC)c(OC)c3)nc(N3CCOCC3)c2C#N)cc1
  -54* | 22 | -41* | -83* | 21 | -1.3* | . | 36
CC1(C)CC(=O)C2=C(C1)Nc1cc3c(cc1C2c1ccc(F)cc1)OCO3 (stereo unspecified)
  115 | 93 | 96 | . | 95 | . | 86 | 92
O/N=C(/CSc1n[nH]c(-c2ccncc2)n1)c1ccccc1
  106 | 110 | 104 | 102 | 101 | 104 | 106 | 98
CCCCN=C1OCc2[nH][nH]c(=O)c21
  96 | 117 | . | 95 | 76 | 111 | 95 | 109
O=C(O)C(O)c1ccc(Br)cc1 (stereo unspecified)
  108 | 120 | 102 | 108 | 104 | . | . | 108
Nc1nccc(NCCSCc2ccccc2)n1
  105 | 105 | 98 | 97 | 93 | 69 | 94 | 91
CN(CC#N)C(=O)C(=O)c1c[nH]c2ccccc12
  100 | 105 | 96 | 113 | 103 | 99 | 107 | 108
O=C1CCCc2cc3c(ccc4ccccc43)cc21
  93 | 100 | 99 | 96 | 100 | . | 85 | 87
CC(=O)n1nc(-c2ccc(N)cc2)cc1-c1ccccn1
  106 | 112 | 89 | . | 102 | 111 | 110 | 91
CCOC(=O)Nc1nc2ccccc2[nH]1
  22&105 | 33&109 | 53&106 | 19&113 | 55&102 | 62&104 | 28&99 | 68&96
Cc1ccc(C(C)C)c(O)c1NC(=O)OC(C)C
  97 | 101 | 92 | 98 | 104 | 76 | 104 | 92
O=C(O)[C@@H]1CCCC[C@H]1Cl
  103 | 107 | 101 | 101 | 100 | 100 | 101 | 99
CCOC(=O)c1sc(NC(=O)COc2cccc(/C=C3\CCc4cc(OC)ccc4C3=O)c2)nc1C
  89 | 103 | 96 | 44 | . | 73 | -17* | 83
COc1ccc(C(=S)N2CCN(c3ccc(Cl)cc3)CC2)cc1
  100 | 110 | 98 | 97 | 84 | 90 | 90 | 130
COc1ccc(C2Cc3c(nn(-c4ccc(C)cc4)c(=O)c3C#N)C(O)=C2[N+](=O)[O-])cc1 (stereo unspecified)
  99 | 97 | 90 | 97 | 93 | 83 | 101 | 85
COC(=O)/C(=N\Nc1nnc(C)n1N)C(C#N)c1ccc(Cl)cc1 (stereo unspecified)
  113 | 120 | 84 | 98 | 86 | 91 | 99 | 103
N#Cc1cc(-c2nc3ccccc3s2)c(=O)n(NS(=O)(=O)c2ccccc2)c1N
  107 | 121 | 90 | 101 | 117 | 104 | 105 | 101
CCN1C(=S)NN(C(SC)(SC)C(C#N)C#N)C(SC)C(C#N)=C1N (stereo unspecified)
  100 | 98 | 94 | 102 | 114 | 115 | 114 | 95
O=S(=O)(CC(O)(c1ccccc1)c1ccccc1)CC(O)(c1ccccc1)c1ccccc1
  95 | 86 | 69 | 89 | 94 | 87 | 65 | 74
O=C1CC(c2cccc(F)c2)c2c(n[nH]c2-c2ccc(Cl)cc2)N1 (stereo unspecified)
  100 | 107 | 66 | 87 | 61 | 84 | 101 | 85
O=P(O)(O)c1ncc(-c2ccc(C(F)(F)F)cc2)c(NC2CCCCCC2)n1
  85 | 90 | 104 | 77 | 83 | 57 | 76 | .
Cc1nc(-c2cccs2)ccc1NC(=O)Nc1ccc(F)cc1
  95 | 102 | 106 | 88 | 69 | 134 | 90 | 102
CC(=O)c1ccc(Nc2nc(NCCO)nc(NCCO)n2)cc1
  100 | 105 | 91 | 107 | 90 | 116 | 92 | 99
Nc1c(Cl)cc(N=Nc2ccccc2)cc1Cl
  105 | 106 | 91 | 94 | 88 | 58 | . | 69
CC(=O)N(CC(O)CN(C(C)=O)c1c(I)c(C(=O)NCC(O)CO)c(I)c(C(=O)NCC(O)CO)c1I)c1c(I)c(C(=O)NCC(O)CO)c(I)c(C(=O)NCC(O)CO)c1I (stereo unspecified)
  100 | 107 | 99 | 96 | 100 | . | 91 | 107
COc1ccc(-n2nc(C(=O)Nc3ccc(C(=O)O)cc3)nc2-c2cc(OC)c(OC)c(OC)c2)cc1
  99 | 105 | 97 | 98 | 100 | 86 | 92 | 107
COc1ccc2cc(/C=C3\SC(=O)NC3=O)c(Cl)nc2c1
  81 | 95 | 85 | 92 | 94 | 83 | 40 | 82
O=C(Nc1ccc(Cc2ccc(NC(=O)Nc3nc4ccccc4s3)cc2)cc1)Nc1nc2ccccc2s1
  54 | 78 | 64 | 60 | 46 | 42 | 44 | .
CS(=O)(=O)Nc1ccc(-c2nc(-c3cccc(OCCN4CCOCC4)c3)c(-c3ccnc(Br)c3)[nH]2)cc1
  88 | 89 | 89 | 90 | 93 | 76 | 66 | 99

Quoted from the listing.
Entry for OC(COc1ccccc1Cl)CN1CCCCC1 (stereo unspecified) in M14: 102
Entry for Nc1cc(Cl)ncn1 in M14: 92
Entry for CC(=O)n1cc(C=O)c2ccccc21 in HOP-92: 95
Entry for Nc1ncc(-c2ccc3ncnc(N4CCc5cc(F)c(Cl)cc54)c3c2)cn1 in EKVX: -9.6*!
Entry for COc1ccc(-c2nn(-c3ccccc3)cc2/C=C2\SC(=S)N(c3ccccc3)C2=O)cc1 in A549/ATCC: 94
Entry for CC(C)C(NC(=O)CN)C(=O)O (stereo unspecified) in CCRF-CEM: 96&92
